GRK2 aptamer HTS: human GRK2 inhibition via aptamer displacement | 0.59% of 330,000 active | bead flow cytometry, FAM-aptamer displacement from GRK2 | inhibition of aptamer binding, % at 10 µM;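 active means inhibition of aptamer binding above 40%, roughly 3 SD of noise, on plates passing a quality check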;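 further: median bead fluorescence of bound FAM aptamer so fluorescent compounds give negative values; no value below 0 was filed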
CIT2-GFP yeast: alters CIT2-GFP fluorescence in TOR pathway yeast screen; S. cerevisiae CIT2-GFP strain, flow cytometry, 3 h; 100 means same as DMSO wells; AID 2029; 0.065% of 320,000 active; GFP response vs DMSO, % at 10 µM;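 active means GFP response relative to DMSO above a set limit, near the screen mean plus 3 SD, cut at about 150% in these data; inconclusive means Fewer than 70 cells measured for a yeast strain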;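 further: ratio of well median GFP fluorescence to mean of DMSO wells on the plate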
VLA-4 inh: inhibition in a human VLA-4 binding assay; VLA-4 expressing cells, ligand binding flow cytometry; inhibition, % (about 7 µM as worked out from the volumes in the protocol); 0.2% of 330,000 active; in the data active means inhibition above about 50%
AGP1 TOR yeast: alters AGP1-GFP fluorescence in TOR pathway yeast screen | S. cerevisiae AGP1-GFP multiplex flow cytometry, 3 h; GFP as percent of DMSO wells | GFP response vs DMSO, % at 10 µM | 0.02% of 320,000 active | AID 2066;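 active means GFP response relative to DMSO above a set limit, near screen average plus 3 SD, cut at about 150% in these data; inconclusive means fewer than 70 cells counted for the yeast strain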;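 further: median GFP channel fluorescence of the gated AGP1 strain per well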
MEX-5 binding: C. elegans MEX-5 TCR-2 RNA binding activity; Q9XUB2; MEX-5/FITC-TCR2 RNA binding, fluorescence polarization; stronger effect = lower value; activity score (negative = inhibition of binding), % at 10 µM; 0.38% of 300,000 active; AID 1832;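 active means inhibition past about -25% in most replicates, and total fluorescence under double the plate's negative control median, limit read from the data; inconclusive means replicates evenly split on the limit, or fluorescence at least double controls; inactive means too little inhibition in most replicates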;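 further: 0% = DMSO and -100% = 5 µM competing unlabeled TCR2 RNA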
Target sequence (Q9XUB2 whole entry, looked up): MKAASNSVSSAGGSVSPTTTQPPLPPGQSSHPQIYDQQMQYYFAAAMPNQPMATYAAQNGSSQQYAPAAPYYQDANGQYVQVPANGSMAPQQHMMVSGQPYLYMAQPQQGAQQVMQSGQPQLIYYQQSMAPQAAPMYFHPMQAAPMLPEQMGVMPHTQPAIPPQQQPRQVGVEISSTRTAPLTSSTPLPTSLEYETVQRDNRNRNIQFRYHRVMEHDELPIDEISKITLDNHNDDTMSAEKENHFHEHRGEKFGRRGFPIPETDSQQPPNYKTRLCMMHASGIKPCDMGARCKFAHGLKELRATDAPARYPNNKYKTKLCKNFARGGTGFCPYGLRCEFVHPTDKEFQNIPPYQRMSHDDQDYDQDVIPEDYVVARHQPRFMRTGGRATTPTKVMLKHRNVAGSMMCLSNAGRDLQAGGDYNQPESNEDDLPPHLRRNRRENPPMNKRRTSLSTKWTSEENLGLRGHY
CR mimetic SO: caloric restriction mimetics inhibiting age-related superoxide in yeast | S. cerevisiae aged cells, superoxide DHE fluorescence; stronger effect = lower value | superoxide response (% of plate mean), % at 10 µM | 0.18% of 330,000 active | AID 2690;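 active means superoxide response under a set limit, about three screen SD below normal, cut at about 65% in these data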;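 further: yeast aged for seven days with compound at 30 °C before DHE staining; 100% = average MFI of all compound-treated wells on the plate with controls excluded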
Bcl-xL primary: blocks human Bcl-xL binding to Bim BH3 peptide; Q07817; GST-Bcl-xL / FITC-Bim BH3 peptide fluorescence polarization; inhibition, % at 10.9 µM; 0.7% of 320,000 active;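 active means inhibition above the mean of all tested compounds plus 3 SD, cutoff set per campaign, cut at about 30% in these data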;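 further: 0% = DMSO wells and 100% = unlabeled Bim-BH3 peptide competitor; inhibitors lower millipolarization by displacing the labeled peptide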
Target sequence (Q07817 whole entry, looked up): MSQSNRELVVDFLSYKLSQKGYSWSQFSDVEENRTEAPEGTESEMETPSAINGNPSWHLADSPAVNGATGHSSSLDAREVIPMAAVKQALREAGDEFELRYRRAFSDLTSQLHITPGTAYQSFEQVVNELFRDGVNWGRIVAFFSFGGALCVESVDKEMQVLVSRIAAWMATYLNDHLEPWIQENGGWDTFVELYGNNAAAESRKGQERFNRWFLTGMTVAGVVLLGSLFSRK
MCL1-BIM inh: disrupts human MCL1 binding to BIM-BH3 peptide; GST-MCL1 / FITC-Bim-BH3 fluorescence polarization; inhibition, % at 10.9 µM; 0.68% of 320,000 active; Q07820;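 active means inhibition above the mean inhibition of all tested compounds plus 3 SD, set per campaign, cut at about 40% in these data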;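 further: 0% = DMSO wells and 100% = unlabeled Bim-BH3 peptide control; higher means more loss of mP so more displacement of Bim peptide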
Target sequence (Q07820 whole entry, looked up): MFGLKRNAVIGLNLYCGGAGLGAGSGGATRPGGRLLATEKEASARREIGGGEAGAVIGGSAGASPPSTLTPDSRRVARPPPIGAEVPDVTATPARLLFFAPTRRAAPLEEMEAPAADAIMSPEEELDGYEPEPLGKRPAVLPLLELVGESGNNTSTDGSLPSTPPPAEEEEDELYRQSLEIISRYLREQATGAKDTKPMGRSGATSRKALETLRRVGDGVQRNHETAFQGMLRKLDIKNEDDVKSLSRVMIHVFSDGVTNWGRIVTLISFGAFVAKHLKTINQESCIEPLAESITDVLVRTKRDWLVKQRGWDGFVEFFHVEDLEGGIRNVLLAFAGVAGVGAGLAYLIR
GLD-1 TGE inh: GLD-1-TGE RNA interaction inhibition (C. elegans) | 0.44% of 320,000 active | purified GLD-1 + fluorescein TGE RNA, fluorescence polarization | inhibition, % at 5.96 µM;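 active means percent inhibition above a per-plate cutoff, the plate mean of test compounds plus 3 SD, cut at about 30% in these data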;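 further: 0% = DMSO wells with GLD-1 and probe and 100% = wells lacking GLD-1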
Numbers without * were called inactive; ? = inconclusive; . = not tested or not shown; [ ] = another dose, or the depositor's remark. An unsorted share of the library (roughly 2.1% active in at least one column).

SMILES	GRK2 aptamer HTS	CIT2-GFP yeast	VLA-4 inh	AGP1 TOR yeast	MEX-5 binding	CR mimetic SO	Bcl-xL primary	MCL1-BIM inh	GLD-1 TGE inh
C/C(=N\NC(=O)CSCc1ccccc1Cl)c1cccc(NC(=O)c2ccccc2)c1	7	105	9	106	-0.6	105	1	1	-5
Cc1cccc(N/C(N)=N/c2nc(C(F)(F)F)cc(C(F)(F)F)n2)c1	0	108	-19	102	0.1	97	3	3	9
CCOc1cc(S(=O)(=O)Nc2ccccc2CC)ccc1Cl	0	98	1	91	-2.2	84	2	7	5
CCCN(C(=O)c1ccc(N2CCCC2=O)cc1)C1CCS(=O)(=O)C1 (stereo not given)	0	94	25	102	.	127	-7	-6	2
O=C(N/N=C/c1ccncc1)c1cc2c(ccc3ccccc32)o1	1	89	1	90	0.8	91	0	-20	-3
CC(=O)N1N=C(c2ccccc2OC(=O)/C=C/c2ccccc2)CC1c1ccccc1 (stereo not given)	3	96	-2	107	-0.3	99	5	7	0
COc1cccc(N2CCN(C(=O)CCNS(=O)(=O)c3ccc4c(c3)c(=O)n(C)c(=O)n4C)CC2)c1	4	95	0	85	-0.8	88	7	-5	-1
COCCSc1nc2sc3c(c2c(=O)n1-c1ccccc1)CCN(C)C3	3	88	-1	88	-1.8	101	17	16	0
Cc1ccc(C)c(Nc2nc(-c3ccncc3)nc3ccccc23)c1	1	97	2	99	2.0	107	3	-1	-1
Cc1ccc(CN2C(=O)CSC2c2cccnc2)cc1 (stereo not given)	0	90	0	91	1.9	76	1	6	1
C=C(C)Cn1c(-c2ccccc2)nc2ccccc21	6	95	11	97	1.1	104	2	1	0
COc1ccc(NC(=O)Cn2nnc3ccccc32)c([N+](=O)[O-])c1	0	92	9	96	2.2	120	4	3	5
N#Cc1ccc(NC(=O)c2cc(S(=O)(=O)N3CCOCC3)ccc2N2CCCC2)cc1	1	101	-15	103	-2.1	94	7	1	-2
CC(C)CCC(CCNCc1ccccn1)c1ccc(Cl)cc1 (stereo not given)	1	97	19	96	5.7	48*	0	0	1
COc1ccc(Cl)cc1NC(=O)COC(=O)c1c(-c2ccccc2)noc1C	0	85	9	95	.	102	0	2	7
COc1ccc(CCNC(=O)CCCc2ccccc2)cc1	4	103	5	99	1.0	96	3	7	0
COCCNC(=O)NC(=O)CN1CCN(C(c2ccccc2)c2ccccc2)CC1	2	103	6	95	1.2	113	2	-2	5
C=CCn1c(=O)c2c(nc3n2CCCN3Cc2ccccc2)n(C)c1=O	0	113	-11	106	1.8	107	2	5	-2
CN(C)/C=N/C(=S)Nc1ccccc1F	0	99	14	90	1.4	102	4	4	5
COc1cc(C2C(C(=O)OCCC#N)=C(C)NC3=C2S(=O)(=O)c2ccccc23)cc(OC)c1OC (stereo not given)	1	101	1	101	-1.4	114	-2	-2	4

One compound at a time, as listed above. Screens in order: GRK2 aptamer HTS, CIT2-GFP yeast, VLA-4 inh, AGP1 TOR yeast, MEX-5 binding, CR mimetic SO, Bcl-xL primary, MCL1-BIM inh, GLD-1 TGE inh
COc1cccc(N2CCN(C(=O)CCNS(=O)(=O)c3ccc4c(c3)c(=O)n(C)c(=O)n4C)CC2)c1 is entered as 4, 95, 0, 85, -0.8, 88, 7, -5, -1
Cc1ccc(CN2C(=O)CSC2c2cccnc2)cc1 (stereo not given) is entered as 0, 90, 0, 91, 1.9, 76, 1, 6, 1
Cc1ccc(C)c(Nc2nc(-c3ccncc3)nc3ccccc23)c1 is entered as 1, 97, 2, 99, 2.0, 107, 3, -1, -1

(more compounds)
SMILES	GRK2 aptamer HTS	CIT2-GFP yeast	VLA-4 inh	AGP1 TOR yeast	MEX-5 binding	CR mimetic SO	Bcl-xL primary	MCL1-BIM inh	GLD-1 TGE inh
COC(=O)c1ccccc1NC(=O)CCCN1C(=O)C(c2ccccc2)Oc2cccnc21 (stereo not given)	4	100	8	105	-2.3	124	1	1	2
Cc1[nH]c2ccccc2c1C(=O)C(=O)NCCCc1ccccc1	2	96	-3	100	-0.2	100	7	12	5
CON(C)c1nc(OCCNC(=O)OCc2ccc(Cl)cc2C)nc(N(C)C)n1	0	105	3	.	.	100	0	3	0
O=C(Nc1ccc(S(=O)(=O)N2C[C@@H]3C[C@@H](C2)c2cccc(=O)n2C3)cc1)c1ccc(F)cc1	0	82	9	99	.	85	8	4	2
c1ccc(-c2cc(-c3nnc4sc(-c5ccccn5)nn34)[nH]n2)cc1	0	88	-3	90	1.7	90	0	3	3
Cc1nc2ccccn2c1-c1nnco1	0	99	13	94	1.4	108	2	4	-8
COc1ccccc1N1CCN(C(=O)CSc2nc(C)c(Cc3ccccc3)c(=O)[nH]2)CC1	0	100	11	98	1.0	93	3	6	-3
Cc1cc(/C=C(/C#N)C(=O)O)c(C)n1CCC(C)C	0	72	1	80	0.1	115	0	0	5
O=C(CNCCc1ccc(F)cc1)Nc1cc(F)ccc1F	0	100	11	101	2.7	101	-1	-9	-2
O=C(NCc1ccccc1)c1cc(-c2cccs2)on1	0	?	-5	23[may fluoresce violet]	5.4	83	-3	2	-1
CC1(C)C(=O)C2(C(=O)NCc3ccccc3)CCC1C2 (stereo not given)	0	92	-2	101	1.2	105	4	5	4
Cc1ccccc1NC(=O)c1cccc(C(F)(F)F)c1	0	94	10	91	-1.3	90	3	-1	1
COc1ccc(NC(=O)N2CCCC2C(=O)Nc2ccc(C)cc2C)cc1 (stereo not given)	0	109	4	108	-0.3	113	6	5	-3
O=C(CSc1nc2ncc(Br)cc2[nH]1)Nc1ccccc1-c1ccccc1	3	95	13	98	-0.4	113	4	1	7
N=c1nc(N)nc2n1NC(c1ccc(F)cc1)=CS2	0	94	-9	95	0.0	85	12	9	5
Cc1cc(NC(=O)CN2C(=O)S/C(=C\c3ccccc3)C2=O)no1	3	105	4	100	1.8	93	4	5	-1
C=CCOC(=O)C1=C(C)NC(SCC(N)=O)=C(C#N)C1c1cccs1 (stereo not given)	1	97	3	96	-2.4	92	1	6	5
COC(=O)c1ccc(NS(=O)(=O)c2ccc(S(=O)(=O)N3CCOCC3)cc2)cc1	0	94	12	96	.	124	.	.	-2
O=C(CCS(=O)(=O)Cc1ccc(Cl)cc1)NCCCN1CCN(c2ccccc2F)CC1	0	101	3	96	-0.8	130	4	5	0
CCOC(=O)c1cc2n(n1)C(C(F)(F)C(F)(F)F)CC(C)N2 (stereo not given)	0	102	11	103	-2.7	101	6	-3	-1
Cc1ccc(NC(=O)CSCC(=O)NCCc2ccccc2)cc1	0	99	-3	100	-4.4	106	-2	-9	-2
O=C1ON=C(c2cccc([N+](=O)[O-])c2)/C1=C/c1ccc(O)cc1	11	88	-33	80	2.3	106	3	10	-4
Cc1ccc(NC(=S)N2CC(C)OC(C)C2)cc1C (stereo not given)	0	101	3	94	.	139	.	.	.
O=C(CN1C(=O)/C(=C\c2cccc(F)c2)Oc2ccccc21)N1CCN(c2ccccn2)CC1	0	101	5	96	4.0	109	2	7	2
Cc1ccc(C(=O)n2nnc3ccccc32)cc1[N+](=O)[O-]	1	.	11	.	1.1	98	6	12	3
O=C(NC1CCN(C(=O)c2ccccc2Br)CC1)c1ccccc1	0	97	-5	96	-0.1	103	2	7	4
Cc1nc(NC(=O)C2CC2)sc1C(=O)Nc1cccc(Cl)c1	4	94	4	97	-1.8	102	.	.	.
NCCCC[C@@H](C(=O)N1CCNCC1)n1cc([C@@H](N)CO)nn1	0	70	13	82	-3.4	93	7	4	3
CCCC[n+]1ccn(-c2nc3c([N+](=O)[O-])cccc3n2C)c1	1	102	3	105	-0.7	100	.	.	.
Cc1ccc2c(c1)N(C(=O)CCC(=O)NCCCN1CCN(C)CC1)CCO2	0	112	31	111	-1.7	89	5	4	2
CCCCN(C(=O)c1cc(-c2ccco2)nc2ccccc12)c1c(N)n(CCCC)c(=O)[nH]c1=O	0	90	-1	76	1.2	101	21	45*	15
Cn1cnc([N+](=O)[O-])c1Oc1cccc2ccccc12	0	.	6	.	1.1	78	-3	-3	-2
CCCCCSc1nc2c(c(=O)[nH]c(=O)n2C)n1CC	2	113	-9	107	1.7	107	-1	0	0
Cc1ccccc1NC(=O)COC(=O)c1c[nH]c(=O)[nH]c1=O	1	101	1	94	-1.0	102	2	0	5
O=C(NCc1ccc2c(c1)OCO2)C1CCN(c2ncccn2)CC1	0	105	0	106	1.5	101	5	0	1
CN1CCN(CP(=O)(N2CCOCC2)N2CCOCC2)CC1	4	105	16	.	-0.9	105	1	5	43*
CN(C)c1ccc(CNc2ccc3c(c2)ncn3C(C)(C)C)cc1	3	96	4	102	0.4	97	2	0	2
O=C(NCC(=O)N(CC1CCCO1)C(C(=O)NC1CCCC1)c1ccc(F)cc1)c1ccco1 (stereo not given)	2	105	-2	106	-1.0	90	2	-3	1
O=C1CC(NS(=O)(=O)c2ccc([N+](=O)[O-])cc2)CN1c1ccc2c(c1)OCCO2 (stereo not given)	0	98	-30	99	0.3	125	-1	3	4
Cn1c(N)c(C(=O)COC(=O)c2ccc(S(=O)(=O)N3CCCCC3)cc2)c(=O)n(C)c1=O	0	106	11	98	-0.2	120	1	1	3
N#Cc1c(Nc2ccccc2)c(C=NCCN2CCOCC2)c[nH]c1=O	1	91	6	94	-4.4	98	15	14	10
CCOc1ccc(NC(=O)c2ccc(C#CC(C)(C)O)cc2)cc1	0	93	-3	95	1.0	108	2	0	1
CCOC(=O)NC(=S)Nc1c(C)n(C)n(-c2ccccc2)c1=O	3	93	0	94	0.7	96	6	-6	0
O=C(NCc1cc(Br)cc(Br)c1OC(=O)c1ccccc1[N+](=O)[O-])c1ccccc1	0	97	-5	95	-1.2	96	4	0	8
COC(=O)c1[nH]c2c(c1C(=O)OC)CCc1ccccc1-2	4	95	0	87	-6.3	87	29	28	15
COc1cc(C(=O)NCc2cc3cc(Cl)ccc3n2C)cc(OC)c1OC	2	99	-7	96	1.6	104	1	2	-2
CCOC(=O)c1sc(=NC(=O)c2ccco2)n(C)c1C	0	99	23	83	.	105	3	1	-1
COC(=O)C1=C(C)NC(C)=C(C(=O)OC)C1c1cn(-c2ccccc2)nc1-c1ccco1	1	99	2	100	-0.5	103	5	8	5
Cc1cc(C)n2[nH]c(=O)c(N=Nc3ccccc3)c2n1	0	93	-6	98	-5.9	100	6	10	-6
O=c1[nH]c(Nc2nc3ccccc3o2)nc2c1CCCC2	0	94	-1	92	-1.6	68	3	10	2
O=C(COC(=O)CNC(=O)c1ccc(Cl)cc1)Nc1ccc(Cl)cc1C(F)(F)F	0	105	4	106	-1.2	101	1	0	6
N/C(=N\OC(=O)C1CCCCC1)c1ccc(Br)cc1	1	103	1	82	0.5	106	-3	-9	5
COc1ccc(S(=O)(=O)N2CCCOC2CNC(=O)C(=O)NCCc2ccco2)cc1 (stereo not given)	1	103	-8	98	2.7	112	1	-3	-2
Cc1ccc(CN2CCN(Cc3cccc(-n4cccn4)c3)CC2CCO)cc1 (stereo not given)	0	103	20	101	0.6	103	7	3	-1
Cc1cccc(C)c1NC(=O)CCS(=O)(=O)c1cccc2nsnc12	8	91	20	102	-0.7	91	-8	2	-1
O=C1CC(c2cccs2)c2cc3c(cc2N1)OCO3 (stereo not given)	0	103	10	110	-3.0	102	5	6	9
Cc1ccc(-n2ncc3c(NNC(=O)Cc4ccccc4)ncnc32)cc1	0	.	-5	.	-1.7	118	2	-6	10
NC(=O)Cc1ccc(Nc2nnc(-c3ccc(O)cc3)c3ccccc23)cc1	3	105	10	100	0.4	94	8	3	1
